# ARNT TACC3 PPI: disrupts binding between human ARNT and TACC3; Q9Y6A5; AlphaScreen His-ARNT PAS-B/GST-TACC3 binding, luminescence; TACC3 fragment carries E629A point mutation; inhibition, % at 9.99 µM; hit rate 0.66% among 390,000;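 active = mean inhibition of replicates at least 50% and at least half of replicates each reaching 50%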;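 also: 0% = complete ARNT plus TACC3 wells and 100% = ARNT alone without TACC3; many hits fall short of the cut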
# RAD54 branch: inhibitors of human RAD54 branch migration | RAD54 Holliday junction branch migration, FAM/BHQ fluorescence | inhibition, % at 10.4 µM | hit rate 0.14% among 360,000 | AID 602329;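 active = mean normalized replicate activity at least 40 and at least half of replicates scoring 40 or more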;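 also: 0% = median of neutral control wells and 100% = median of positive control wells; inhibitors cause a drop in the FAM fluorescence signal; in these data hits start at about 50%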
# Target sequence (Q92698 whole entry, looked up): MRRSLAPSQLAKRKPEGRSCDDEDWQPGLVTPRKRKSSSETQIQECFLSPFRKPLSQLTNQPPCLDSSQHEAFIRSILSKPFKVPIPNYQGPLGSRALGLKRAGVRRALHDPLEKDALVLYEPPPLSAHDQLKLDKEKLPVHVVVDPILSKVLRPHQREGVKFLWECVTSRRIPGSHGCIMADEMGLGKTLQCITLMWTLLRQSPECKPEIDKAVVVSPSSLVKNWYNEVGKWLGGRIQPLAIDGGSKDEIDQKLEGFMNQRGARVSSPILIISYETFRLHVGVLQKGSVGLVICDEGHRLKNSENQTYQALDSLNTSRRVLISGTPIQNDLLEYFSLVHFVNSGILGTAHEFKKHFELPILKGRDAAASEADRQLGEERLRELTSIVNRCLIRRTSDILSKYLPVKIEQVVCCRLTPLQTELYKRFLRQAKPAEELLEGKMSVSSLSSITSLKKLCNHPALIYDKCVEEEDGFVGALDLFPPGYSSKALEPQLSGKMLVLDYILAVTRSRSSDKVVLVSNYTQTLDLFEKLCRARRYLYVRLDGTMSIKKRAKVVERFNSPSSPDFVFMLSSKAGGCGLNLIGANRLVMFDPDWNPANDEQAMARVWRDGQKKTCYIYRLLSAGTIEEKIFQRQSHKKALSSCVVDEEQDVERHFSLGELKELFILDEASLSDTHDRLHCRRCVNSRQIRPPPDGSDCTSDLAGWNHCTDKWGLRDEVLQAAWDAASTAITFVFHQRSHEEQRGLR
# esBAF inh: SWI/SNF esBAF complex inhibition; mouse ES cells, Bmi1-luciferase knock-in reporter, 24 h; 100% = twice the neutral-well signal; reporter increase, % at 12.5 µM; hit rate 2% among 350,000; AID 602393; in the data active = activation above about 40%;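 also: 0% = median of the plate's neutral control wells and 100% = double that signal; a rise in the Bmi1 reporter signal indicates esBAF inhibition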
# * hit, by the source's call; & = joins results of further samples. This is a subset; the hit share may differ from the screen's.
Molecule	ARNT TACC3 PPI	RAD54 branch	esBAF inh
CCOCCCN1C(=O)C(O)=C(C(C)=O)C1c1cccs1 (stereo unspecified)	-10	-10	0
Cc1ccc(-c2nnn(CC(=O)N(Cc3cccs3)C(C(=O)NC3CCCCC3)c3ccco3)n2)o1 (stereo unspecified)	-8	0	-1
O=C(CCC1N=C2c3ccccc3N=C(SCc3ccc(Cl)cc3)N2C1=O)NCc1ccco1 (stereo unspecified)	31	-2	-18
O=C(Nc1ccc2c(c1)OCO2)c1cnn2c1NC(c1ccco1)CC2C(F)(F)F (stereo unspecified)	-7	4	-2
CCC(=O)Nc1ccc(-c2nnc(SCC(=O)N3CCCCC3)n2C)cc1	1	3	-5
Cc1cc(C(=O)COc2cccc3cccnc23)c(C)n1C	29	-86	25
Cc1ccc2cccc(NC(=O)c3ccc(Br)o3)c2n1	4	-4	3
CC(C)c1nnc(NC(=O)CSc2ncn[nH]2)s1	-5	3	2
COc1ccc(Nc2nc(C(C)(C)C)nc3c2nnn3Cc2ccccc2Cl)cc1OC	-11	-15	5
CCCN1C2CCCC1CC(NC(=O)Nc1ccc(C(C)C)cc1)C2 (stereo unspecified)	-7	4	-6
CCn1c(SCC(=O)Nc2ccc3c(c2)c2ccccc2n3CC)nnc1-c1ccco1	-20	1	6
Cc1ccc(C(=O)C(OC(=O)CNS(=O)(=O)c2ccccc2)c2ccccc2)cc1 (stereo unspecified)	1	-18	-9
O=C(CSc1nc2ccc(Cl)cc2o1)NCc1ccc2c(c1)OCO2	0	-4	-4
O=C(O)CNS(=O)(=O)c1ccc(F)cc1	-6	-7	-9
CN1CCN(C(=O)c2ccc3c(c2)NC(=O)C(C)(C)O3)CC1	-26	2	0
COCc1cc(Sc2ccc(Cl)cc2Cl)nc(-c2ccccc2)n1	-4	2	-12
CCn1cc(C(=O)NCCCOC(C)C)c2cc(OC)c(OC)cc2c1=O	5	-8	-4
Cc1ccc(O)c(C(=O)c2cnn(-c3ccccc3)c2)c1	-6	5	50*
Cc1ccc2c(c1)c1nc3ccccc3nc1n2CCN1CCOCC1	0	63*	60*
CC(Oc1ccc(C(=O)NCCc2ccccc2)cc1)C(=O)O (stereo unspecified)	-5	0	2
O=C(Cn1cnc2c(cnn2-c2ccc(Cl)cc2)c1=O)NCC1CCCO1 (stereo unspecified)	-4	11	-1
O[C@@H]1C2CCCC1[C@]1(O)CCCCC1C2 (stereo partly specified)	0	1	4
Cc1cc(NC(=O)CN2C(=O)NC(C)(c3ccc(OC(F)F)cc3)C2=O)no1 (stereo unspecified)	5	5	-9
Cn1cc(CNC(=O)COc2ccc(Cl)cc2Cl)cn1	-8	-8	3
CCOc1cc(/C=N/Nc2nc(N3CCCC3)nc(N3CCCC3)n2)ccc1O	15	10	-3
O=C(O)COc1ccc(S(=O)(=O)c2ccc(OCC(=O)O)cc2)cc1	8	0	-9
Cc1nc(CCNS(=O)(=O)c2cccs2)cs1	1	9	-5
Cc1cccc2c(=O)n3c(nc12)CCCCC3	-9	8	-4
CC1=C(C(=O)NCc2ccccc2)C(c2cccs2)n2ncnc2N1 (stereo unspecified)	9	4	4
Cc1[nH]nc2c1C(C1CC=CCC1)C(C#N)=C(N)O2 (stereo unspecified)	2	-2	-2
CCc1ccc(-c2cn3nc(C)c(C)nc3n2)cc1	-2	-14	-80
O=C(NC12CC3CC(CC(C3)C1)C2)c1ccc(COc2ccc(Cl)cc2[N+](=O)[O-])o1	6	1	-2
O=C(COC(=O)c1ccc(Br)o1)Nc1cccc(S(=O)(=O)N2CCCCCC2)c1	-8	-5	-9
CCOC(=O)c1c(C)oc2cc(Br)c(OC(C)C(=O)OCC)cc12 (stereo unspecified)	-16	4	-4
Cn1c(SCC(=O)N2CCN(c3cccc(Cl)c3)CC2)nnc1-c1ccncc1	-11	-9	5
O=S(=O)(Cc1ccccc1)N1CCCC(c2nc(-c3ccc(F)cc3)no2)C1 (stereo unspecified)	-1	-8	2
N#Cc1ccc(N=c2ssnc2Cl)cc1	3&-2	4&6	-2&6
O=C(O)c1ccc(S(=O)(=O)NC2CCCc3ccccc32)cc1 (stereo unspecified)	-19	1	-15
COC(=O)Cc1c(C)c2ccc(OCc3nn[nH]n3)c(C)c2oc1=O	5	-20	-5
COc1ccc(NC(=O)CCOc2ccccc2)c(OC)c1	-1	-5	16
c1cnc(N2CC[N+]3(CCCC3)CC2)nc1	-2	-10	-1
CC(C)NC(=O)c1ccc(COCC(F)(F)C(F)F)cc1	-7	-5	1
CCOC(=O)NC(Nc1cc(C)on1)(C(F)(F)F)C(F)(F)F	-10	-15	0
CCc1ccc(-c2nc(CS(=O)CC(=O)NCc3cccnc3)c(C)o2)cc1 (stereo unspecified)	3	0	6
CCOc1cc(C2c3c(n[nH]c3C)C(=O)N2c2ccc(C)cc2)ccc1O (stereo unspecified)	-2	-1	14
COCCCNC(=O)C1CCN(C(=O)c2cc3sccc3n2Cc2ccc(F)cc2)CC1	-31	0	5
COC(=O)CN(c1cc(OC)ccc1OC)S(=O)(=O)c1ccc(OC)c(OC)c1	-4	3	-7
Cc1ccccc1Cn1c(=O)c2c(nc3n2CCCN3Cc2ccccc2)n(C)c1=O	34	2	-3
CC1(C)Cc2c(c(=S)nc(-c3ccccc3)n2CCCN2CCOCC2)CO1	-1	-7	-13
CN1CCN(C2=Cc3ccccc3Sc3cc(F)ccc32)CC1	13	-1	-7
O=C(CSc1nncs1)NCc1ccc2c(c1)OCO2	-1	1	3
CN1CCC2(CC1)Nc1nc(SCc3ccc(Cl)cc3)nn1C1=C2CN(C)CC1	0	-4	-7
Cc1ccc(C(C(=O)NC2CCCC2)N(Cc2cccs2)C(=O)CNC(=O)c2cccs2)o1 (stereo unspecified)	20	10	-1
CN(NC(=O)c1ccc(Cl)cc1)c1cccc(Cl)n1	-8	-4	-1
O=C1C=C(NCc2ccncc2)CC(c2ccccc2)C1 (stereo unspecified)	-2	-3	3
O=C(O)C1CSC(c2ccccc2)N1C(=O)c1ccco1 (stereo unspecified)	1	-9	-4
COCCn1c(=O)[nH]c2cc(C(=O)NCCc3ccc(OC)c(OC)c3)ccc2c1=O	1	7	-1
CCN(CC)c1ccc(-n2c(C)cc(C=O)c2C)cc1	5	9	0
COc1ccc(OC)c(-n2cc3c(=O)n(C)c(=O)n(C)c3c2)c1	25	10	-3
COc1ccccc1NC(=O)CC(NCCN(C)C)C(=O)O (stereo unspecified)	34	1	4

# The results go on:
Molecule	ARNT TACC3 PPI	RAD54 branch	esBAF inh
COCCn1c(=NC(=O)CSC(C)=O)sc2cc(F)ccc21	-4	-3	-1
Cc1sc(NC(=O)CSc2nnc(-c3ccccc3)o2)c(C#N)c1C	8	-6	12
O=C1c2ccccc2NC(c2ccncc2)N1c1ccccn1 (stereo unspecified)	3	-11	1
CCOC(=O)c1c(NC(=O)c2ccco2)sc(C(=O)N2CCCC2)c1C	-5	7	4
Cc1[nH]n(-c2ccccc2)c(=O)c1-c1ccc(Cl)cc1	-12	0	3
CC(C)OC(=O)CSc1nc2ncccc2[nH]1	-11	-20	-4
CCOC(=O)c1nnc(-c2cccs2)nc1Oc1ccccc1C(=O)OC	18	3	-10
CCOC(=O)COc1ccc(S(=O)(=O)NCc2ccco2)cc1	-3	-2	7
CN1C(=O)C2CN(CCc3ccccc3)CNC2N(C)C1=O (stereo unspecified)	1	-5	5
COC(=O)c1ccc(C(=O)OCc2nc3cc4ccccc4cc3[nH]2)cc1	1	-2	3
COc1cc2oc3ccccc3c2cc1N(CC(=O)N1CCCCC1)S(=O)(=O)c1ccc(C)cc1	-3	-8	-8
CCOc1ccc2[nH]c(=O)c(C(c3nnnn3CCOC)N3CCOCC3)cc2c1 (stereo unspecified)	-10	-7	-5
CC(=O)COC(=O)CNC(=O)c1ccc(Br)cc1	-6	-11	2
CCC(=O)Nc1ccc(NC(=O)c2cc3ccccc3o2)cc1	-5	-11	29
CCCS(=O)(=O)N1CCC(C(=O)NCCCN2CCC(Cc3ccccc3)CC2)CC1	1	-12	-6
O=C(CC(=O)Nc1ccccn1)Nc1ccccn1	-4	-9	-14
COc1ccccc1CC(=O)NCCc1ccc(S(N)(=O)=O)cc1	-9	0	-1
CS(=O)(=O)N1CCN(c2nnc(-c3ccccc3)c3ccccc23)CC1	1	-4	4
c1ccc2c(c1)nc(CN1CCOCC1)n1c3ccccc3nc21	10	2	34
Cc1cc2cc(C)c3nnc(SCC(=O)NCc4ccco4)n3c2cc1C	1	-1	-1
COCCNC(=O)CSc1nc2cc(OC)c(OC)cc2c(=O)n1Cc1ccc(OC)cc1	16	4	6
Cc1ccc(NC(=O)Nc2ccccc2C(=O)NCc2ccccc2)cc1	-7	1	51*
O=C(Nc1cccc(F)c1)c1ccc2c(c1)OCO2	0	-3	78*
c1ccc(-c2nnc(CSc3nc4ccccc4[nH]3)o2)cc1	6	-2	0
CCN(c1ccccc1)S(=O)(=O)c1ccc(Oc2ccc(-n3ccnc3)cc2)nc1	3	3	-11
CCOC(=O)c1c(NC(=O)c2ccco2)sc2c1CCCC2	-2	0	-4
O=C(CSc1nc(-c2ccc(F)cc2)cc(C(F)(F)F)n1)NCc1ccco1	3	-3	15
CC1=C(C(=O)Nc2ccccc2)C(c2ccc(C)o2)n2ncnc2N1 (stereo unspecified)	-1	5	-8
O=C(Cc1cn2ccsc2n1)Nc1cccc2cnccc12	2	8	-19
COc1ccc(OC)c(NC(=O)CSc2nc3ccccc3c(=O)n2CCNC(C)=O)c1	-5	3	-7
COc1ccc(NC(=O)CN2CCC(C(N)=O)CC2)cc1	4	-8	1
CCCc1c(C)c(C#N)c2nc3ccccc3n2c1NCCCN1CCOCC1	-3	2	7
CCOC(=O)c1cnc2ccc(OCC)cc2c1N1CCN(c2ccccc2OC)CC1	7	0	6
O=C1CC(=C2c3ccccc3-c3ccccc32)C(=O)N1CCN1CCN(c2ccccc2)CC1	-13	-4	-1
COc1cccc(C(=O)Nc2cc(NC(=O)c3ccco3)ccc2OC)c1	-8	1	7
CCCCCCC(=O)c1c(C)[nH]c(C(=O)OCC)c1C	-9	-7	55*

# 15 entries from above, sorted by length of the SMILES, high to low:
Molecule	ARNT TACC3 PPI	RAD54 branch	esBAF inh
COc1ccc(OC)c(NC(=O)CSc2nc3ccccc3c(=O)n2CCNC(C)=O)c1	-5	3	-7
O=S(=O)(Cc1ccccc1)N1CCCC(c2nc(-c3ccc(F)cc3)no2)C1 (stereo unspecified)	-1	-8	2
Cn1c(SCC(=O)N2CCN(c3cccc(Cl)c3)CC2)nnc1-c1ccncc1	-11	-9	5
CCOC(=O)c1cnc2ccc(OCC)cc2c1N1CCN(c2ccccc2OC)CC1	7	0	6
COC(=O)c1ccc(C(=O)OCc2nc3cc4ccccc4cc3[nH]2)cc1	1	-2	3
O=C(Cn1cnc2c(cnn2-c2ccc(Cl)cc2)c1=O)NCC1CCCO1 (stereo unspecified)	-4	11	-1
CCn1cc(C(=O)NCCCOC(C)C)c2cc(OC)c(OC)cc2c1=O	5	-8	-4
CCCc1c(C)c(C#N)c2nc3ccccc3n2c1NCCCN1CCOCC1	-3	2	7
CCCN1C2CCCC1CC(NC(=O)Nc1ccc(C(C)C)cc1)C2 (stereo unspecified)	-7	4	-6
c1ccc(-c2nnc(CSc3nc4ccccc4[nH]3)o2)cc1	6	-2	0
Cc1ccc(O)c(C(=O)c2cnn(-c3ccccc3)c2)c1	-6	5	50*
CN(NC(=O)c1ccc(Cl)cc1)c1cccc(Cl)n1	-8	-4	-1
Cn1cc(CNC(=O)COc2ccc(Cl)cc2Cl)cn1	-8	-8	3
O=C(CSc1nncs1)NCc1ccc2c(c1)OCO2	-1	1	3
c1cnc(N2CC[N+]3(CCCC3)CC2)nc1	-2	-10	-1

# Remaining list, next part:
Molecule	ARNT TACC3 PPI	RAD54 branch	esBAF inh
COc1ccc(C2NC(=O)c3sc4nc(C)c(C(C)=O)c(-c5ccc(Cl)cc5)c4c3N2)cc1 (stereo unspecified)	-9	8	-2
O=C(Nc1ccc(F)cc1)c1cnc(-c2ccccc2)nc1-c1ccccc1	-3	1	2
COc1ccc(C2=CC3=C(Br)C(=O)C(C)(OC(=O)C4CCCC4)C(=O)C3=CO2)cc1 (stereo unspecified)	-8	-12	29
CCN1C=C(Cc2ccc(OC)cc2)C2=C(C1)C(c1ccc(OC)cc1)C(C#N)=C(N)O2 (stereo unspecified)	13	-4	0
COC(=O)c1ccccc1NC(=O)CC#N	-12	-1	4
c1ccc(CNc2nnnn2-c2ccccc2)cc1	-4	-4	9
Cc1cccc(NS(=O)(=O)c2cc(C(=O)OCC(=O)Nc3cc(C)on3)ccc2C)c1	-11	-2	0
Cc1nc(-c2ccc(O)c(O)c2)cs1	7	-8	16
